Compound activity as filed in PubChem BioAssay.
HIV fusion peptide – cell-free HIV fusion peptide-binding blockers – biochemical, uHTS, fluorescence dequenching, primary screen (AID 1986); cell-free peptide binding, fluorescence dequenching, 30 min; higher % means a stronger effect; one-dose inhibition, % at 20 µM; IC50 in µM for titrated hits; 290,000 compounds, 0.3% hits; in the data active = inhibition mostly above about 52%, no sharp cut-off; inactive = mostly below about 76%; note: some results filed as inactive read as strong as hits
Myeloid diff MLP – myeloid differentiation induction. ER-HoxA9 myeloid progenitors, lysozyme-GFP differentiation, flow cytometry. calls only at 10 µM. 360,000 compounds, 1% hits;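 active = normalized GFP-positive differentiation at or above the plate's own cutoff, the solvent-only control mean plus 3 SD; inconclusive = no clear call, values can overlap the other calls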;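 note: cells exposed to compound for four days before flow analysis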
SIAH1 antagonists – Siah-1 peptide-binding antagonists, primary screen, biochemical, fluorescence polarization, rhodamine-plectin, uHTS (AID 1817); Siah-1 / rhodamine-plectin peptide fluorescence polarization; higher % means a stronger effect; displacement, % at 20 µM, or IC50 in µM where a hit was titrated; 290,000 compounds, 0.02% hits;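 active = displacement of at least 50% at 20 µM, with a fluorescence ratio check between 0.3 and a set limit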;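 note: plate controls were Siah plus tracer with DMSO for no effect and tracer alone without Siah for full effect; strong numbers were not always called active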
KOR beta-arrestin-1 – kappa opioid receptor activators – cell-based, luminescence, uHTS, primary screen (AID 1777) | KOR beta-arrestin recruitment, luminescence; higher % means a stronger effect | activation, % at 10 µM; hits with a dose series show EC50 in µM | 280,000 compounds, 0.02% hits; in the data active = activation above about 50%, passing the limit was not always enough; note: a part of the inactive calls stands beside numbers as strong as those of hits
KOR beta-arrestin-2 – kappa opioid receptor blockers – cell-based, luminescence, uHTS (AID 1778). 290,000 compounds, 0.091% hits. inhibition, % at 10 µM; hits with a dose series show IC50 in µM. KOR beta-arrestin recruitment, luminescence, antagonist mode; higher % means a stronger effect; note: strong numbers were not always called active
NOD1 inhibition – inhibition of NOD1-driven NF-kB reporter – cell-based, luminescence, uHTS, primary screen (AID 1578) | NOD1-driven NF-kB luciferase reporter cells, luminescence; higher % means a stronger effect | inhibition, % at 4 µM; hits with a dose series show EC50 in µM | 290,000 compounds, 1% hits; in the data active = inhibition mostly above about 36%, no sharp cut-off; inactive = mostly below about 34%;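 note: HEK-293T reporter cells stimulated with the NOD1 agonist gamma-tri-DAP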
LYP phosphatase – inhibitors of LYP phosphatase, biochemical, fluorescence intensity, uHTS (AID 1779); recombinant LYP phosphatase, fluorescence intensity; higher % means a stronger effect; inhibition, % at 11.5 µM; hits with a dose series show IC50 in µM; 290,000 compounds, 0.054% hits;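 note: plate controls were vehicle with enzyme for no effect and no enzyme for full effect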
NOD2 inhibition – NOD2 signaling inhibitors, cell-based, luminescence, uHTS, HEK293 (AID 1566); HEK293 NOD2/NF-kB luciferase reporter, luminescence; higher % means a stronger effect; one-dose inhibition, % at 4 µM; EC50 in µM for titrated hits; 290,000 compounds, 0.63% hits; note: many of its hits are not listed in these tables
Salmonella PhoP GFP – inhibitors of PhoP regulon expression, primary screen, Salmonella Typhimurium, GFP reporter (AID 1863); inhibition, % at 50 µM, or IC50 in µM where a hit was titrated; 300,000 compounds, 0.16% hits; S. Typhimurium PhoP-regulated promoter GFP reporter, 4 h; higher % means a stronger effect;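 active = inhibition over 29.93%, a cutoff 3 SD above the screen mean, later confirmed by dose response; inconclusive = inhibition over 29.93% but no dose response follow-up; inactive = inhibition at most 29.93% or unconfirmed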;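 note: 0% = low Mg2+ inducing control and 100% = high Mg2+ repressing control; strong numbers were not always called active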
Myeloid diff MLP GFP+ MAC1+ % – further read-out of Myeloid diff MLP, marked with its call; GFP+ MAC1+ double positive, %; measured here: differentiation confirmed by MAC1 staining
* hit, by the source's call; i = inactive; u = inconclusive; x = no result given; + = active, no number; [ ] = remark or other dose. Cut-off read from the data, not from the text of the source, unless noted: active = inhibition above about 50%; inactive = the rest.

SMILES	HIV fusion peptide	Myeloid diff MLP	Myeloid diff MLP GFP+ MAC1+ %	SIAH1 antagonists	KOR beta-arrestin-1	KOR beta-arrestin-2	NOD1 inhibition	LYP phosphatase	NOD2 inhibition	Salmonella PhoP GFP
CC1CC(C)CN(C(=O)C2CCN(S(=O)(=O)c3cccs3)CC2)C1 (stereo not drawn)	0.0%	i	0.5	1.4%	-1.7%	5.4%	10.7%	-0.4%	12.2%	-4.2%
CCOC(=O)C(=Cc1ccc(Br)cc1)C(=O)OCC	1.6%	i	0.6	3.5%	-1.3%	19.9%	36.2%*	-1.7%	-55.0%	-1.3%
Cc1cccc(-c2nnn(CC/C(N)=N/O)n2)c1	0.9%	i	0.6	19.8%	2.0%	19.8%	-35.3%	1.2%	-7.4%	3.7%
COc1ccc(-n2nc(C(=O)NCC(=O)NCCc3ccc(OC)c(OC)c3)c3ccccc3c2=O)cc1Cl	-0.3%	i	2.4	-0.6%	3.7%	-39.4%	12.9%	-5.7%	25.8%	-6.1%
Cc1cc(C)n2nc3nc(N4CCCCC4)nc(-c4ccco4)c3c2n1	6.4%	i	1.0	-7.3%	-4.6%	-85.8%	8.1%	0.4%	-7.5%	-5.7%
CN(C1CCCCC1)S(=O)(=O)c1ccc2c(c1)c(=O)c(C(=O)NCCCN1CCCC1)cn2C	0.2%	i	1.4	1.1%	9.3%	17.3%	-21.9%	-2.1%	21.5%	6.4%
CCn1c(SCc2ccccc2)nc2c(c1=O)SCC2	-2.1%	x	x	4.1%	-1.8%	-14.8%	-30.5%	-0.3%	7.4%	-8.5%
CCOC(=O)C1CCN(S(=O)(=O)c2ccc(NC(=O)c3ccco3)cc2)CC1	1.8%	i	3.1	1.3%	-3.1%	8.6%	0.0%	1.8%	12.3%	-3.7%
Cc1ccc(S(=O)(=O)NCCC(=O)Nc2nnc(C3CC3)s2)cc1C	-2.3%	i	1.4	1.5%	1.8%	7.0%	-22.4%	-0.7%	5.0%	-7.5%
CCCCc1nc(C(N)=O)c2[nH]c(=O)n(-c3ccc(OC)cc3OC)c2n1	-1.0%	i	3.2	-2.8%	5.9%	-35.5%	-7.6%	-8.4%	-4.1%	-5.8%
Cc1cccc(N(CC(=O)NC2CCCC2)C(=O)c2cc3cc4cccc(C)c4nc3s2)c1C	3.1%	i	2.0	-2.2%	4.9%	-32.6%	-7.6%	6.5%	-22.6%	0.1%
O=C(NN1C(=O)c2ccccc2C1=O)c1ccncc1	0.9%	i	0.2	-4.3%	-2.5%	31.8%	-1.7%	-3.9%	3.1%	-3.0%
CCOC(=O)C1C(=O)C=C(c2ccc([N+](=O)[O-])cc2)CC1c1ccccc1 (stereo not drawn)	-0.3%	i	1.4	5.7%	-5.0%	30.3%	-3.7%	-2.0%	-0.6%	-8.3%
COC(=O)[C@@]1(Cc2ccc(OC)cc2)[C@H]2c3cc(C(=O)N4CCCC4)n(CCN4CCNC4=O)c3C[C@H]2CN1C(=O)c1ccccc1	4.4%	x	x	-0.2%	-1.8%	3.6%	-20.2%	0.3%	18.8%	0.8%
O=C(N/N=C/c1cc(Cl)ccc1O)c1cccnc1	0.6%	u	x	-7.4%	-0.5%	-26.0%[20 µM]	0.8%	-5.1%	34.4%	49.3µM*
CCC(C)NC(=O)c1ccc(NC(=O)C2CCCO2)cc1 (stereo not drawn)	27.5%	i	1.3	0.4%	2.5%	0.4%	-4.2%	-4.0%	8.5%	-3.6%
COCCN(C(=O)CSCc1ccccc1)c1c(N)n(Cc2ccccc2)c(=O)[nH]c1=O	0.5%	i	2.4	10.4%	-2.1%	-1.3%	-35.2%	-5.5%	9.6%	-1.5%
O=C(NNc1ccccn1)c1ccccc1CC[N+](=O)[O-]	-2.0%	i	0.3	12.3%	-5.5%	1.7%	-34.4%	-6.8%	7.4%	3.4%
COc1cccc(NC(=O)C(OC(=O)c2ccccc2NS(=O)(=O)c2cccs2)c2ccccc2)c1 (stereo not drawn)	2.6%	i	0.1	-0.4%	-0.3%	-13.1%	7.1%	-3.7%	14.8%	3.0%
O=C(c1nn2c(C(F)(F)F)cc(-c3ccccc3)nc2c1Cl)N1CCN2CCCC2C1 (stereo not drawn)	-0.7%	i	0.4	-2.0%	0.6%	-18.4%	-18.1%	-3.0%	6.3%	x
CC(C)CC(NS(=O)(=O)c1ccc2c(c1)oc(=O)n2C)C(=O)N1CC=C(c2ccccc2)CC1 (stereo not drawn)	-1.4%	i	5.0	0.9%	9.2%	-30.4%	1.9%	-0.1%	4.3%	1.2%
COc1ccc(Cl)cc1C(=O)Nc1ccc2c(c1)OCCO2	1.6%	i	0.2	0.0%	-0.4%	-12.3%[20 µM]	-73.3%	0.0%	-23.4%	-4.0%
CCCCN1C(=O)c2ccc(C(=O)NC3=NCCS3)cc2C1=O	-0.9%	i	1.3	-1.9%	-3.3%	-15.5%	-11.4%	-6.4%	9.9%	-4.2%
CS(=O)(=O)N(CC(=O)N1CCCC1)c1ccc2c(c1)OCCO2	0.9%	i	1.4	3.8%	80.1%	2.7%	-0.3%	-8.5%	-2.0%	-4.9%
O=[N+]([O-])c1ccc(/C=N/n2c(-c3ccccc3)n[nH]c2=S)cc1	-3.6%	i	0.2	-2.4%	-0.7%	7.2%[20 µM]	-15.0%	-3.7%	30.9%	-2.1%

Results in Salmonella PhoP GFP and SIAH1 antagonists, for 3 of the compounds above:
| Structure | Salmonella PhoP GFP | SIAH1 antagonists |
| --- | --- | --- |
| CCCCN1C(=O)c2ccc(C(=O)NC3=NCCS3)cc2C1=O | -4.2% | -1.9% |
| CS(=O)(=O)N(CC(=O)N1CCCC1)c1ccc2c(c1)OCCO2 | -4.9% | 3.8% |
| O=[N+]([O-])c1ccc(/C=N/n2c(-c3ccccc3)n[nH]c2=S)cc1 | -2.1% | -2.4% |

Next section:
SMILES	HIV fusion peptide	Myeloid diff MLP	Myeloid diff MLP GFP+ MAC1+ %	SIAH1 antagonists	KOR beta-arrestin-1	KOR beta-arrestin-2	NOD1 inhibition	LYP phosphatase	NOD2 inhibition	Salmonella PhoP GFP
Cc1cccc(-n2nnc(C(=O)NCc3ccccn3)c2N)c1	-1.9%	i	0.5	-0.5%	-3.3%	13.6%	-10.4%	-8.0%	6.9%	2.0%
C(=Nc1ccc(N2CCOCC2)cc1)c1c[nH]c2ccccc12	-2.9%	i	0.5	-9.1%	-1.2%	40.6%	2.5%	-7.5%	-17.0%	-6.8%
Cc1ccc(NC(=O)CCc2ccc(S(=O)(=O)N3CCOCC3)cc2)c(C)c1	3.9%	i	1.0	3.7%	-7.8%	14.3%	-0.9%	-3.9%	14.0%	3.4%
Cc1ccc(NC(=S)NC(=O)C2CCC2)cc1C	2.1%	i	0.7	-1.4%	2.3%	11.8%	-59.9%	-8.0%	-34.9%	1.1%
O=C(Cc1cccc(F)c1)N1CCCC(CO)(Cc2ccc(F)cc2F)C1 (stereo not drawn)	0.4%	i	0.2	3.3%	-0.5%	-54.6%[20 µM]	-112.7%	-5.2%	10.4%	4.1%
CCCn1c(N)c(C(=O)CSc2nc3ccccc3s2)c(=O)[nH]c1=O	3.0%	i	0.6	6.6%	-2.0%	-17.6%	20.8%	-3.0%	-13.0%	-0.5%
Cc1ccc(C2=N/C(=C/N3CCOCC3)C(=O)O2)cc1	1.9%	i	0.6	1.1%	-3.3%	25.5%	-22.1%	1.6%	-19.8%	6.1%
Cn1c(SCc2ccccc2Cl)nnc1-c1cnccn1	-0.9%	i	0.9	0.2%	-3.5%	-2.7%	-22.5%	-4.9%	-22.9%	-0.5%
CCCC(=O)Nc1ccc(OCC(=O)OC)cc1	3.1%	i	1.3	0.1%	-2.8%	-8.7%	-1.8%	-1.3%	3.5%	-12.6%
CCOC(=O)c1c(C)nc2ncccn12	0.2%	i	0.8	-1.4%	-3.8%	10.5%	-12.7%	-8.1%	4.0%	-5.9%
NC1=NC[C@H](c2ccccc2)N1CCCCC1CCCCC1	-0.6%	i	0.5	8.8%	1.5%	24.8%	-4.8%	-12.7%	4.0%	40.6µM*
Cc1ccc(-n2ncc(C(=O)NCC3CCN(C4CCCC4)C3)c2C2CCN(C(=O)OC(C)(C)C)CC2)cc1 (stereo not drawn)	0.3%	u	x	-0.1%	3.0%	-21.7%	19.7%	-17.4%	-28.7%	-5.8%
OC(CN1C2=NCCN2c2ccccc21)c1ccc(Br)cc1 (stereo not drawn)	-0.3%	+	2.1*	2.1%	-4.7%	16.1%	2.4%	-8.2%	8.3%	20.9%
O=C(NCC1CCCO1)c1cc(Br)c(Br)s1 (stereo not drawn)	1.8%	x	x	6.5%	-3.3%	41.3%	-31.4%	-2.0%	-2.9%	-3.8%
Cc1nnc(SCC(=O)NCc2ccco2)n1Cc1ccccc1	2.7%	i	1.0	-1.2%	6.9%	-18.0%	-16.9%	-9.0%	-2.3%	1.1%
CCCCn1c(=O)c(F)cn(Cc2ccc(OC)c([N+](=O)[O-])c2)c1=O	1.4%	i	0.1	3.6%	0.1%	8.4%	-29.8%	-7.8%	12.3%	6.1%
CCOc1ccc(NC(=O)C2CCCN(S(=O)(=O)c3ccc4[nH]c(=O)ccc4c3)C2)cc1 (stereo not drawn)	0.0%	i	3.4	2.1%	-5.0%	-7.4%	-5.7%	-10.3%	8.7%	-2.9%
CCc1nnc(NC(=O)CSc2nnc(Cc3ccccc3)n2-c2ccccc2)s1	-0.6%	i	0.0	-0.3%	5.1%	-10.3%	-38.0%	-5.3%	-10.8%	1.9%
COc1cc(C2=Nc3c(c(C)nn3-c3ccccc3)P(=O)(N3CCOCC3)O2)cc(OC)c1OC (stereo not drawn)	-0.1%	i	1.0	5.5%	-0.7%	-25.9%	-3.2%	-0.6%	17.6%	-0.9%
Cc1c(NC(=S)N/N=C/C=C/c2ccc([N+](=O)[O-])cc2)c(=O)n(-c2ccccc2)n1C	-1.7%	i	0.5	3.4%	-3.3%	-22.7%	1.5%	4.4%	-45.3%	8.5%
Cn1cccc1Cc1nnc(SCC(=O)NC2CCCCC2)n1CCc1ccccc1	2.0%	i	2.8	3.9%	3.3%	-47.5%	-16.8%	-5.4%	11.4%	-6.5%
COc1ccc(C(C)=O)cc1CSc1nnc(-c2ccncc2)n1C	-1.3%	i	1.2	4.0%	-4.4%	11.9%	-16.1%	-5.6%	5.0%	3.6%
COc1ccc(NC(=O)CN(c2ccc(C)cc2)S(=O)(=O)c2c(C)nn(C)c2C)cc1OC	1.9%	i	1.2	5.6%	-2.6%	13.0%	4.6%	-6.4%	4.2%	u
CCCCNS(=O)(=O)c1ccc(OCC(=O)OC)cc1	0.9%	i	0.4	11.4%	2.9%	-7.6%	-32.2%	1.3%	10.0%	-0.5%
Cc1ccc(C)c(N2CCN(S(=O)(=O)c3ccc4[nH]c(=O)c(=O)[nH]c4c3)CC2)c1	2.4%	i	1.0	-2.7%	2.8%	-2.5%	-16.3%	2.1%	-4.5%	14.3%

The list is partial, so the mix of outcomes need not match the whole.
